# esBAF inh: SWI/SNF esBAF complex inhibition | mouse ES cells, Bmi1-luciferase knock-in reporter, 24 h; 100% = twice the neutral-well signal | AID 602393 | reporter increase, % at 12.5 µM | hit rate 2% among 350,000; in the data active means activation above about 40%; inconclusive means no clear call, values can overlap the other calls;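 further: 0% = median of the plate's neutral control wells and 100% = double that signal; a rise in the Bmi1 reporter signal indicates esBAF inhibition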
# SIRT5 inh: sirtuin-5 (human) deacylase inhibition. inhibition, % at 15 µM. hit rate 1.1% among 330,000. Purified SirT5, succinyl-peptide AMC, trypsin-coupled fluorescence. AID 652115. Q9NXA8; in the data active means inhibition above about 15%; inconclusive means no clear call, values can overlap the other calls
# Target sequence (Q9NXA8 whole entry, looked up): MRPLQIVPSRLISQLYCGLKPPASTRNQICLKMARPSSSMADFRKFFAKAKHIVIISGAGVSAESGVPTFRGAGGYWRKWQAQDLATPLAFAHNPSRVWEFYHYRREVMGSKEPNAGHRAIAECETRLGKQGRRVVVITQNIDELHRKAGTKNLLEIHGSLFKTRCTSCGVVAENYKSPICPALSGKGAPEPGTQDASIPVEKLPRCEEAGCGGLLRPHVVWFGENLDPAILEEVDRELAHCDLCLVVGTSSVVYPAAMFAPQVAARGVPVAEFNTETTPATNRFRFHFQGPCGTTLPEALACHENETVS
# C2C12 statin: protects C2C12 myotubes from simvastatin toxicity; hit rate 0.78% among 330,000; rescue of ATP level, % at 7.49 µM; ATP luminescence, 48 h; scaled: DMSO 0, geranylgeraniol control 100;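 active means mean ATP rescue above about 67%, or every replicate alone reaching that limit, limit read from the data, passing the limit was not always enough; inconclusive means no clear call, values can overlap the other calls; inactive means mean under the limit and some replicate under it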;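 further: myotubes were challenged with 10 µM simvastatin during compound exposure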
# Casp6 inh: blocks human caspase-6 cleavage activity; AID 686996; P55212; purified caspase-6, Z-VEID-R110 cleavage fluorescence; inhibition, % at 12.5 µM; hit rate 0.53% among 350,000;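 active means mean inhibition across replicates at least about 35%, with every replicate also reaching that limit, limit read from the data; inconclusive means only one of the two criteria met; inactive means neither criterion met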;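 further: 0% = median of neutral control wells and 100% = no fluorescence left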
# Target sequence (P55212 24-179 limits assumed): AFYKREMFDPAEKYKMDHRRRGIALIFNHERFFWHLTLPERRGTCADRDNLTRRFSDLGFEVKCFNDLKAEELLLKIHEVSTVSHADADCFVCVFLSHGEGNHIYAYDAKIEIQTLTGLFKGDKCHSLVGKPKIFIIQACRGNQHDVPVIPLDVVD
# Target sequence (P55212 194-293 limits assumed): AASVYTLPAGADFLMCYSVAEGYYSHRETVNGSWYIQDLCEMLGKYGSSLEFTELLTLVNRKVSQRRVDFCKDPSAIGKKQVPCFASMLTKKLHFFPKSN
# S100A4 inh HTS: blocks human S100A4 binding to myosin IIA peptide | AID 652163 | P26447 | inhibition, % at 10.7 µM | S100A4/TAMRA-MyoIIA peptide fluorescence polarization | hit rate 0.14% among 360,000;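 active means mean inhibition of at least 70% across replicates, with every replicate also reaching that level; inconclusive means mean inhibition reaches 70% but some replicates fall short; inactive means mean inhibition below 70%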
# Target sequence (P26447 whole entry, looked up): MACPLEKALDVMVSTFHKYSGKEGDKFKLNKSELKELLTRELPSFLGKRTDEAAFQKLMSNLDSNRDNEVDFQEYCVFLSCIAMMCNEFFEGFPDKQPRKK
#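 Test system: S100A4 monomer protein; Medium: HEPES pH 7.2 with CaCl2, KCl, NaCl, DTT, Triton; Probe or stimulus: TAMRA-labelled myosin IIA heavy-chain peptide probe, 5 nM; Doses: one dose per compound; Times: polarization read 5 min after assay mix addition, stable 5–60 min; Benchmarks: neutral control DMSO, positive control TFP.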
# FN deposition inh: fibronectin deposition inhibition; hit rate 0.086% among 350,000; inhibition, % at 12.6 µM; AH1F fibroblasts, Alexa488-fibronectin deposition fluorescence, overnight; AID 743247;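 active means mean inhibition across replicates of 30% or more, regardless of how many single replicates reach that level; inconclusive means mean under 30% yet at least half of replicates reach 30%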;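 further: positive control wells lacked labelled fibronectin entirely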
#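 material = AH1F fibroblast monolayer depositing Alexa488-labelled fibronectin into matrix | amount = 10000 AH1F cells/well | buffer or medium = DMEM plus 2% serum, read in PBS | incubation = 1 h cell adhesion before compound, then overnight fibronectin incubation | detection = fluorescence at 485 nm excitation, 525 nm emission | evaluation = percent inhibition as loss of matrix-bound fibronectin fluorescence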
# LGR2 inh: blocks bursicon-induced cAMP signaling via Drosophila LGR2; hit rate 0.35% among 380,000; AID 720647; inhibition, % at 9.99 µM; HEK293 LGR2, CRE-luciferase, bursicon-stimulated, 4 h;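 active means drop in luminescence signal, shown as inhibition above about 50% in the replicate tests, limit read from the data, passing the limit was not always enough; inconclusive means probably only some replicates passing the limit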;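 further: agonist challenge used bursicon conditioned medium at about half maximal strength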
# An asterisk follows results filed as active; ? = inconclusive; . = no result given. An excerpt; the hit share may differ from the screen's.
SMILES,esBAF inh,SIRT5 inh,C2C12 statin,Casp6 inh,S100A4 inh HTS,FN deposition inh,LGR2 inh
Nc1nc(=S)c2ncn(C3OC(CO)C(O)C3O)c2[nH]1 (stereo not drawn),-2,3,-11,.,4,6,5
O=C(N[C@@H]1CC[C@@H](CC(=O)N2CCC(Cc3ccccc3)CC2)O[C@H]1CO)c1cnccn1,6,1,6,1,-13,9,-21
CCCCn1c(=O)c(CCC(=O)OCC(=O)NC(C)c2ccccc2)nc2ccccc21 (stereo not drawn),.,-1,.,2,-2,-21,3
CCCNC(=O)N1CC(=O)N2[C@@H](CO)[C@@H](c3ccc(C#CCC4CCCC4)cc3)[C@@H]2C1,.,2,.,6,7,-4,-4
C[C@H]1CN([C@@H](C)CO)C(=O)c2cc(NS(=O)(=O)c3cn(C)cn3)ccc2O[C@H]1CN(C)C(=O)Nc1ccc(F)cc1,2,.,6,.,.,.,2
Cc1ccc(S(=O)(=O)N[C@@H]2C=C[C@H](CC(=O)N3CCc4ccccc4C3)O[C@@H]2CO)cc1,6,-2,2,1,6,.,-1
CCc1ccc(NC(=O)CN(N=Nc2nonc2C)c2nonc2C)cc1,.,-1,.,0,3,-1,25
C=CCn1c(SCC(=O)N2CC(=O)Nc3ccccc32)nc2scc(-c3ccccc3)c2c1=O,.,0,.,0,12,10,3
O=C(Nc1ccccc1N1CCCCC1)c1ccc([N+](=O)[O-])o1,-9,0,-1,-76,7,8,13
CC(C)NC(=O)N(C)C[C@H]1Oc2cc(C#C[C@@H](C)O)ccc2S(=O)(=O)N([C@H](C)CO)C[C@@H]1C,3,-4,8,-1,6,-2,-15
CC(=O)c1ccc(C(=O)N2CCc3c([nH]c4ccccc34)C2c2cccc(C)n2)s1 (stereo not drawn),11,-2,13,1,2,10,2
O=C(Cn1[nH]c(=O)c2ccccc2c1=O)NCCN1C(=O)S/C(=C\c2ccccc2)C1=O,0,0,-3,-1,-5,-6,7
Cc1ccc2c(CSc3nnc4ccccn34)cc(=O)oc2c1C,?,.,-2,1,3,12,-9
Cc1cccc(COc2ccc(/C=C3/C(=O)N(C)C(=S)N3C)cc2)c1,7,0,-37,0,-4,1,-4
CO[C@H]1CN(C)C(=O)c2cc(NC(=O)Nc3c(C)noc3C)ccc2OC[C@@H](C)N(CCC(F)(F)F)C[C@@H]1C,-6,3,5,.,-4,4,-1
CC(=O)N1CCCc2cc(S(=O)(=O)N3CCCC(C(=O)NCc4ccc(C)cc4)C3)ccc21 (stereo not drawn),2,1,4,0,-5,-2,-11
CC12CN3CC(C)(CN(C1)C3c1ccc(Cl)cc1Cl)C2=O (stereo not drawn),-5,.,-4,1,-1,-4,-6
O=c1oc2ccccc2c(NCc2ccc(Cl)cc2)c1[N+](=O)[O-],4,-2,-2,-1,2,5,0
Cc1cc(OCC(=O)OCC(=O)N(C)c2c(N)n(Cc3ccccc3)c(=O)[nH]c2=O)ccc1Cl,.,-2,.,0,-7,-5,4
COc1ccc(NC(=O)CN2CC(C)OC(C)C2)cc1Cl (stereo not drawn),.,0,.,-5,3,5,-13
O=C(Cn1sc2ccccc2c1=O)Nc1ccc(Cl)cc1,-5,-3,28,-3,-9,16,7
COc1ccc(CNC(=O)COC(=O)c2cccn2C)cc1,0,.,0,1,0,-2,-25
COc1ccc(OC)c(NC(=O)CCN2CCN(C/C=C/c3ccccc3)CC2)c1,-3,-7,3,-11,-3,8,16
Cc1cc2c(s1)c1cnn(-c3ccccc3)c(=O)c1n2C,-1,-5,-2,-3,-4,2,4
O=C(C[C@@H]1C[C@H]2c3cc(NC(=O)Nc4ccccc4F)ccc3O[C@H]2[C@H](CO)O1)NCc1ccc(Oc2ccccc2)cc1,-9,13,-8,-4,-3,-51,48
SMILES,esBAF inh,SIRT5 inh,C2C12 statin,Casp6 inh,S100A4 inh HTS,FN deposition inh,LGR2 inh
COc1ccc2sc(N(CCCN(C)C)C(=O)c3nc4ccccc4s3)nc2c1,11,-5,-2,-16,5,2,-15
C/C=C/c1ccc([C@@H]2[C@H](CO)N3CCCCN(S(=O)(=O)c4ccccc4)C[C@@H]23)cc1,.,-1,.,1,6,.,10
CCCC(=O)N1CC2(C1)CN(C(=O)C1CCCCC1)[C@H](CO)c1[nH]c3cc(OC)ccc3c12,.,1,.,2,7,.,7
C[C@@H]1CN([C@@H](C)CO)C(=O)c2cc(/C=C/c3ccccc3)cnc2O[C@@H]1CN(C)C(=O)c1cccc(F)c1,-2,-7,21,-1,-6,.,-3
COc1ccc(S(=O)(=O)Nc2cccc3c2O[C@@H](CN(C)S(=O)(=O)c2ccccc2)[C@@H](C)CN([C@H](C)CO)C3=O)cc1,5,.,-1,.,.,.,-5
COC(=O)c1ccc2[nH]c(CO)c(-c3ccccc3)c2c1,4,.,-1,-1,-3,-14,-12
COc1ccc(C(=O)C2CCCN(Cc3ccc4nonc4c3)C2)c(C)c1 (stereo not drawn),.,0,.,1,-4,11,9
O=C(NCc1ccccc1)c1ccc2c(=O)n3c(nc2c1)CCCCC3,3,-6,-1,3,-3,-2,2
CCCCCCN1C[C@H](n2cc(-c3ccc(F)cc3)nn2)[C@@H](O)C[C@@H]1c1ccccc1,-3,-1,3,-4,-4,-11,17
NC(=O)c1cccn(Cc2ccc(C(F)(F)F)cc2)c1=O,.,-11,.,.,-4,-8,11
Cc1c(CN2CCCC(C(=O)c3cccc(OC(C)C)c3)C2)c(=O)n(-c2ccccc2)n1C (stereo not drawn),-2,0,-3,-3,-5,9,-10
CO[C@@H]1CC[C@@H]2CCOc3ccc(C#N)cc3C(=O)N(C)[C@H](C)C(=O)N(C)C[C@H]1O2,-7,-5,13,3,14,1,1
COC1CCCN(Cc2cn(C)nc2-c2ccc(Oc3ccccc3)cc2)C1 (stereo not drawn),.,-2,.,-1,-3,.,-6
CCn1cc(C(=O)NCc2ccncc2)c(=O)c2cc(F)c(N3CCN(C(=O)c4ccco4)CC3)cc21,.,-9,.,8,-12,-3,.
CS(=O)(=O)N(CC(=O)NC1CCCCC1)Cc1ccc(F)cc1,.,-4,.,4,-1,0,-9
CCc1ccc(N2CC(C(=O)NC3CCCCC3C)CC2=O)cc1 (stereo not drawn),7,-2,-4,2,-2,-2,14
Cc1cccc(NC(=O)C(C)Sc2nc3nc(C)cc(C)n3n2)c1 (stereo not drawn),-7,.,6,-1,5,-1,7
CC(C)(C)NC(=O)C(c1ccncc1)N(C(=O)Cn1nnc(-c2ccc(F)cc2)n1)c1ccc(F)cc1 (stereo not drawn),0,-1,3,2,0,10,26
Cc1ccc2nsnc2c1NC(=O)c1cncc(Br)c1,-5,3,4,16,-10,-8,20
COc1ccc2c3c(n(C)c2c1)[C@@H](CO)N(Cc1ccccc1)CC31CCN(S(=O)(=O)c2ccc(C)cc2)CC1,.,-2,.,-4,4,.,15
CO[C@@H]1CC[C@@H]2CCOc3c(C#N)cccc3C(=O)N(C)C[C@H](C)C(=O)N(C)C[C@@H]1O2,0,1,4,2,3,-4,-36
COCC#Cc1cnc2c(c1)C(=O)N([C@@H](C)CO)C[C@@H](C)[C@@H](CN(C)C(=O)Nc1ccc(OC)cc1)O2,-2,5,17,1,-3,.,7
C[C@@H]1CCCCO[C@H](CN(C)Cc2ccncc2)[C@H](C)CN([C@H](C)CO)C(=O)c2cc(NC(=O)Nc3ccc(C(F)(F)F)cc3)ccc2O1,2,1,.,1,24,.,-6
CCN(CC)S(=O)(=O)c1ccc(N2CC(C(=O)NCCC3=CCCCC3)CC2=O)cc1 (stereo not drawn),7,-2,13,1,15,4,8
N#C[C@H]1[C@@H](c2ccccc2-c2ccccc2F)[C@@H](CO)N1C(=O)C1CCC1,.,0,.,-2,0,-5,-7

# Profiles, quoted from the list.
# O=C(NCc1ccccc1)c1ccc2c(=O)n3c(nc2c1)CCCCC3 is listed with esBAF inh: 3; SIRT5 inh: -6; C2C12 statin: -1; Casp6 inh: 3; S100A4 inh HTS: -3; FN deposition inh: -2; LGR2 inh: 2
# COc1ccc(NC(=O)CN2CC(C)OC(C)C2)cc1Cl (stereo not drawn) is listed with esBAF inh: .; SIRT5 inh: 0; C2C12 statin: .; Casp6 inh: -5; S100A4 inh HTS: 3; FN deposition inh: 5; LGR2 inh: -13

# (listing goes on)
SMILES,esBAF inh,SIRT5 inh,C2C12 statin,Casp6 inh,S100A4 inh HTS,FN deposition inh,LGR2 inh
CCOC(=O)Cn1c(=O)oc2cc(S(=O)(=O)N3CCCc4ccccc43)ccc21,4,1,2,0,0,8,9
NCC1C2CCC(O2)C1CO (stereo not drawn),.,.,.,2,-1,10,-16
CC(C)N1CCC(N2CCN(CCCn3cccn3)CC2CCO)CC1 (stereo not drawn),-1,-1,2,-29,-4,-3,-20
CO[C@H]1CN(C)C(=O)c2cccc(C#N)c2OCC[C@@H]2CC[C@H](OC)[C@@H](CN(C)C(=O)[C@H]1C)O2,-6,5,-22,3,24,4,-15
COc1ccc(-c2ccc3c(c2)[C@H]2[C@H](CCN2S(=O)(=O)c2ccccc2C)[C@H](CO)N3)cc1,2,.,3,.,.,-3,-3
CCN(C[C@@H]1N[C@H](CO)[C@@H]1c1ccc(C2=CCCC2)cc1)C(=O)c1ccccc1,-9,-1,-72,.,.,24,-8
Cc1cc(C)c2c(=O)[nH]c(SCc3ccccc3)nc2n1,.,1,.,1,3,1,6
CCOC(=O)c1c(C)[nH]c(C(=O)NNC(=O)c2ccc(C(C)(C)C)cc2)c1C,.,1,.,2,-1,0,.
CC(NC(=O)COC(=O)C1CCN(c2ccc(C(F)(F)F)cn2)CC1)c1ccc(F)cc1 (stereo not drawn),-1,4,5,-1,13,0,7
C[C@H]1CCCCO[C@H](CN(C)C)[C@@H](C)CN([C@@H](C)CO)C(=O)c2cc(NS(=O)(=O)c3cccs3)ccc2O1,-5,-2,.,3,2,-7,-12
c1ccc(-c2c[n+]3c(n2-c2ccccc2)CCC3)cc1,-21,1,-13,-1,-1,0,0
COc1cc2c(cc1NC(=O)c1ccco1)CCCC2,76*,-1,40,-2,-5,.,-64
O=C(c1n[nH]c(=O)c2ccccc12)N1CCN(Cc2ccc3c(c2)OCO3)CC1,-4,-3,9,2,9,-2,-12
Cc1noc(C)c1C(=O)N1CCC1(C)C(=O)NS(=O)(=O)c1cccc(OC(F)F)c1 (stereo not drawn),-1,-2,5,-2,4,5,-17
COc1ccc(S(=O)(=O)N(C)C[C@H]2OCCCC[C@@H](C)Oc3ccc(NC(=O)c4ccncc4)cc3C(=O)N([C@H](C)CO)C[C@@H]2C)cc1,-2,0,.,3,4,5,-6
CSc1nnc([C@@H](NC(=O)OC(C)(C)C)C(C)C)o1,-7,.,8,.,.,1,.
COc1ccc(S(=O)(=O)N2CC[C@@H]3[C@H]2c2cc(Br)ccc2N[C@@H]3CO)cc1,-6,.,11,.,.,-3,-2
C/C=C/c1ccc2c(c1)O[C@H](CN(C)Cc1ccccn1)[C@H](C)CN([C@H](C)CO)S2(=O)=O,6,1,8,0,6,.,-4
COc1ccc(CCNC(=O)CN(c2cc(OC)ccc2OC)S(=O)(=O)c2ccccc2)cc1,-3,-4,-19,-2,0,6,-3
NC(=O)NC(=O)C(Nc1ccc(N2CCCCC2)cc1)c1ccccc1 (stereo not drawn),51*,2,-3,1,-9,-1,-30
COc1ccc(-c2ccc3c(c2)[C@@H]2[C@@H](CCN2S(=O)(=O)c2ccccc2C)[C@@H](CO)N3)cc1,-1,9,-8,0,6,12,13
O=C1N=C(N2CCOCC2)S/C1=C/c1ccc(-c2ccccc2Cl)o1,0,.,-21,.,.,11,.

# Screens from PubChem.
